# p53 reactivation = qHTS assay for re-activators of p53 using a Luc reporter. 320,000 compounds, 0.063% hits. H1299 p53-A138V BP100-luciferase reporter, luminescence, 24 h. Potency, µM (titrated, usually from 92.2 µM), for the others: at the highest dose activity change, positive = activation, hits mostly activators; note: potency is the fitted concentration of half-maximal effect; % of control where 0% means no effect; nearly all actives have a fitted effect of over 45% in size
#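 p53-null H1299 cells stably carrying temperature-sensitive p53-A138V and a BP100-luciferase reporter were pinned with compounds (4-point, 1:5 series) and held 24 hrs at 37 deg C. Luminescence was read 10 min after detection reagent.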
# ELG1 repair inh = qHTS screen for small molecules that inhibit ELG1-dependent DNA repair in human embryonic kidney (HEK293T) cells expressing luciferase-tagged ELG1; HEK293T ELG1-luciferase reporter, luminescence, 16 h; DNA damage induced by 5-fluorouridine; Potency, µM (top dose mostly 46.1 µM), for inactives: top-dose activity change, negative = inhibition, actives largely listed as inhibitors; 330,000 compounds, 2.3% hits; note: potency is the fitted concentration of half-maximal effect; % is set by controls: 0 for no effect and ±100 for the full control effect; nearly all actives have a fitted effect of over 55% in size
#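 In this reporter screen, reduction of luminescence relative to DMSO vehicle indicated activity. Compounds and 5-fluorouridine were added together to 2,000 cells per well, incubated for 16 hr at 37 °C, then developed with ONE-Glo.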
# A-T KAP1 phos = qHTS Assay for Identifying a Potential Treatment of Ataxia-Telangiectasia; […] A-T fibroblasts, KAP-1 phosphorylation AlphaLISA; neocarzinostatin DNA damage 30 min before lysis; Potency, µM (series often up to 57.5 µM), inactives show top-dose activation, actives largely listed as activators; 320,000 compounds, 0.19% hits; AID 485349, 2010; note: potency is the fitted concentration of half-maximal effect; % of control where 0% means no effect; nearly all actives have a fitted effect of over 45% in size
#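 ATM-like activity read as KAP-1 phosphorylation via AlphaLISA donor/acceptor antibody pairs after lysis and 6 hr at 25C. Cells were ATM-null patient fibroblasts ([…], hTERT), dosed 60 min, then exposed to the DSB inducer NCS for 30 min.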
# BRCA1 expr act = qHTS Assay to Identify Small Molecule Activators of BRCA1 Expression. AID 624202, 2012. 380,000 compounds, 1.1% hits. Potency, µM (series often up to 46.1 µM), for the others: at the highest dose activation, actives largely listed as activators. MCF7-BRCA1-FFLuc reporter, luminescence, 48 h; response scale: scaled: vehicle 0%, 10 µM genistein 100%; note: potency is the fitted concentration of half-maximal effect; nearly all actives have a fitted effect of over 80% in size; some results filed as inactive show a strong effect at the top dose
#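 Luminescence from a BRCA1-driven firefly luciferase in MCF7 cells was read after 48 h compound exposure at 37 C. Data normalized against DMSO and a 10microM genistein activation control, then curve-fitted across the titration.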
# a7 integrin act = qHTS for Activators of Integrin-Mediated Alleviation for Muscular Dystrophy; AID 624291, 2012; 350,000 compounds, 0.064% hits; alpha7betagal myoblasts, beta-gal FDG fluorescence, 48 h; Potency, µM (titrated, usually from 38.3 µM), for inactives: at the highest dose activation, usual class: activators;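 note: potency is the fitted concentration of half-maximal effect; 100% = response of the positive control SU9516; nearly all actives have a fitted effect of over 60% in size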
#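 alpha7betagal+/- myoblasts (passage 13, 250/well) treated 48 h at 37C with compounds at 1:260 dilution of DMSO stock. Lysed, then beta-galactosidase activity read as FDG fluorescence (ex 480/em 540) after 30 min, with pre-read for autofluorescence.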
# B2AR arrestin = qHTS assay of beta-arrestin-biased ligands of beta2-adrenergic receptor; beta-arrestin recruitment to beta2AR, cell-based reporter; AID 492947, 2010; Potency, µM (top dose mostly 46.1 µM), without a hit: top-dose activation, most hits filed as activators; 330,000 compounds, 0.02% hits; Beta-2 adrenergic receptor (Homo sapiens), P07550;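 note: potency is the fitted concentration of half-maximal effect; 0% = DMSO controls and full agonism = EC100 isoproterenol or metaproterenol; nearly all actives have a fitted effect of over 65% in size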
# PTAP TSG101 blk = qHTS Assay for Iinhibitors of HIV-1 Budding by Blocking the Interaction of PTAP/TSG101 | Tumor susceptibility gene 101 protein (Homo sapiens), Q99816 | Fluorescence polarization, FITC-PTAP peptide / Tsg101 binding | Potency, µM (top dose mostly 115 µM), for inactives: top-dose activity change, negative = inhibition, actives largely listed as inhibitors | 340,000 tested, under 10 active; active = well fitted inhibition curve with a large enough effect in the main read-out, with a control signal flat, not every such curve was filed as active; inconclusive = small, poorly fitted or top-dose-only effect, or effect the other way, or a change in a side signal; inactive = no such curve, though single readings can be large or run the other way; note: potency is the fitted concentration of half-maximal effect; % of control where 0% means no effect
#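 Tsg101 binding domain (10 uM final) was mixed with compound and a FITC-labeled PTAP peptide (50 nM final) in HEPES pH 7.5 buffer with NaCl, Tween 20, EDTA and TCEP; fluorescence polarization was read after 20 min at r.t.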
# TCR activator = Activators of T cell receptors: qHTS campaign | primary human leukocytes, anti-CD3, IL-2 HTRF, 48 h | Potency, µM (series often up to 9.22 µM), for the others: at the top dose activation of IL-2 secretion, usual class: activators | 330,000 tested, under 10 active | AID 504894, 2011; note: % of control where 0% means no effect
#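 IL-2 release read by HTRF sandwich (Eu cryptate donor, d2 acceptor, 665 nm emission) after 48 hr exposure of primary human leukocytes to compound together with anti-CD3 beads in the absence of co-stimulatory signals.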
# TRPV1 agonist = HTS Assay for Compounds that Act as Agonists of the Vanilloid Receptor 1. Transient receptor potential cation channel subfamily V member 1 (Homo sapiens), Q8NER1. TRPV1-expressing cells, Fluo-8 calcium influx, agonist mode. activation, % at 8.33 µM. 320,000 compounds, 0.19% hits. AID 540275, 2011; in the data active = activation above about 80%; inconclusive = between about 30% and that limit; note: 0% is about no effect
# Target sequence (Q8NER1 whole entry, looked up): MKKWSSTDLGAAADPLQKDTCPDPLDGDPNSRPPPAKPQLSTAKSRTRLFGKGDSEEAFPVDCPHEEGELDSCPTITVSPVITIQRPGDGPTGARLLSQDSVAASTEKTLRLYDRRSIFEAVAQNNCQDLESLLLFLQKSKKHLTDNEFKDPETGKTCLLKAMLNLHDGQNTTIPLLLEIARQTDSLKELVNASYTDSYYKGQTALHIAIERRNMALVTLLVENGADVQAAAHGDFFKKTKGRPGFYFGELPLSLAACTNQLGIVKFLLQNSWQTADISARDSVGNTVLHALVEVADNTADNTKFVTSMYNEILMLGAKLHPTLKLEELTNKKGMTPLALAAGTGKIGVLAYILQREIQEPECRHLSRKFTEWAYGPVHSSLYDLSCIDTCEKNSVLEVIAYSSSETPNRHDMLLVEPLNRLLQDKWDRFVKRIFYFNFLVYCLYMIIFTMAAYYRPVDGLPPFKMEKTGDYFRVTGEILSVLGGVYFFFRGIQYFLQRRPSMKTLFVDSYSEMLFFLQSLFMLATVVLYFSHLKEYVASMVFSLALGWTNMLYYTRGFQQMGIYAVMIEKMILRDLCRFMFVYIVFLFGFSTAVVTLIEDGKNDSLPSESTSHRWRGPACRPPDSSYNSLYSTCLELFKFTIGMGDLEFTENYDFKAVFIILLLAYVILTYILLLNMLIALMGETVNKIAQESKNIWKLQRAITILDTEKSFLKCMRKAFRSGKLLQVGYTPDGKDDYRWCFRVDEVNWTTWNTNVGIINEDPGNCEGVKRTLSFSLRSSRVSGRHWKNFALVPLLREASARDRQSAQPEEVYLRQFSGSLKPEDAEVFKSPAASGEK
#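 Fluo-8 calcium influx in TRPV1-expressing cells, kinetic read (ex 480/em 520 nm). Compound added and read 3 min for agonist activity, followed by capsaicin at EC20 final and 2 min further read for enhancement.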
# MLL CXXC-DNA inh = qHTS Fluorescence Polarization Assay for Inhibitors of MLL CXXC domain - DNA interaction; 290,000 compounds, 0.037% hits; Potency, µM (highest dose often 115 µM), for the others: at the top dose activity change, negative = inhibition, hits mostly inhibitors; MLL-CXXC / FITC-HOXA9 DNA fluorescence polarization; Histone-lysine N-methyltransferase 2A (Homo sapiens), Q03164; AID 2662, 2010; active = well fitted inhibition curve with a large enough effect in the polarisation, with a control signal flat, not every such curve was filed as active; inconclusive = small, poorly fitted or top-dose-only effect, or effect the other way, or a change in a side signal; inactive = no such curve, though single readings can be large or run the other way; the % refers to the polarisation; note: potency is the fitted concentration of half-maximal effect
#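 Fluorescence polarization: 7 uM MLL-CXXC (stock) preincubated 5 min with compounds, then 50 nM fluorescein-HOX-A9 DNA (stock) added; 30 min ambient. Buffer 50 mM Tris-HCl pH 7.5, 50 mM NaCl, 1 mM DTT, 0.05% BSA.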
# Active calls of the source: *; ? = inconclusive; / = no result given; [ ] = remark or other dose. Unless noted, calls come from the whole dose curve; as a rule, active = well fitted curve in the direction sought with a large enough effect; inconclusive = small, poorly fitted or top-dose-only effect, or another doubt; inactive = no such curve, though single readings can be large; an effect the other way counts as inactive or inconclusive.
SMILES,p53 reactivation,ELG1 repair inh,A-T KAP1 phos,BRCA1 expr act,a7 integrin act,B2AR arrestin,PTAP TSG101 blk,TCR activator,TRPV1 agonist,MLL CXXC-DNA inh
COc1ccc(C(=O)OCC(=O)Nc2ccc(F)cc2F)cc1OC,2.3%,?,1.2%,13.4%,15.1%,-0.3%,1.3%,-10.7%,4.8,5.0%
O=C(Cc1csc(Nc2nc(=S)[nH]c3ccccc23)n1)NCc1cccc(Cl)c1,-2.7%,1.2%,2.3%,-52.0%,-14.0%[7.66 µM],-0.5%,2.2%,/,/,42.7%[activator]
C[C@H](NC(=O)c1ccco1)C(=O)OCC(=O)N1CC(=O)Nc2ccccc21,10.9%,1.7%,0.8%,-20.1%,4.1%,0.1%,-9.2%,0.7%,/,/
CCOc1ccc(CC(=O)Nc2cccc(-c3ccc4nnc(C)n4n3)c2)cc1,-5.9%,?,-2.7%,-42.7%,9.0%,0.5%,0.6%,2.8%,-2.2,8.9%
CCOC(=O)C1CCCN(CC(=O)Nc2c(C(=O)OC)[nH]c3ccc(Cl)cc23)C1 (configuration not stated),-2.4%,20.6µM*,-4.2%,-31.7%,-45.9%[inhibitor],-0.3%,-7.3%,-3.9%,?,-6.4%
CC1=Nc2cc(C(=O)N3CCCC3)ccc2Sc2c(C)ccc(C)c21,-4.7%,?,5.3%,-43.8%,21.9%,-0.7%,-4.7%,-1.0%,20.6,-3.9%
COc1ccc2oc(=O)c(C(=O)OCC(=O)c3ccc([N+](=O)[O-])cc3)cc2c1,11.9%,3.6%,-2.4%,/,/,0.0%,/,/,21.2,11.7%
CCC(=O)N1c2ccccc2NC2=C(C(=O)CCC2)C1c1ccccc1 (configuration not stated),-0.8%,17.7%,1.7%,-0.6%,-1.2%,-0.2%,-4.3%,-1.8%,-0.9,5.8%
COc1ccc(N2CCN(C(c3cccs3)C(C)NC(=O)C(=O)N3CCOCC3)CC2)cc1 (configuration not stated),0.3%,9.5%,14.7%,-2.2%,-26.5%,-1.0%,-1.0%,2.0%,6.3,10.5%
CC(=O)c1cccc(N2C(=O)CC(N3CCN(S(=O)(=O)c4ccccc4F)CC3)C2=O)c1 (configuration not stated),-3.3%,3.3%,0.5%,8.8%,15.9%,-0.1%,-7.6%,-0.8%[46.1 µM],/,/
CCN1CCN(S(=O)(=O)c2cc(OC)c(Cl)cc2OC)CC1,-4.2%,-1.8%,-5.2%,-6.6%,-5.5%,0.1%,0.7%,/,-1.0,-3.6%
CCOC(=O)C1=C(C)NC(SC)=NC1c1ccc(OC)cc1 (configuration not stated),-2.3%,-1.9%,-1.0%,-16.2%,-14.1%,0.0%,-3.6%,4.4%[46.1 µM],-1.9,-0.9%
CCOC(=O)c1ccc(Nc2nnc3nc(C)cc(C)n23)cc1,-6.9%,12.1%,7.8%,0.7%,3.1%,-0.3%,-4.3%,1.4%,4.7,-2.8%
Cc1ccc(C(C(=O)NC2CCCCC2)N(C(=O)Cc2c[nH]c3ccccc23)c2ccccc2C)o1 (configuration not stated),-6.0%,21.2%,1.0%,-50.0%,-46.9%[inhibitor],-0.7%,-6.3%,3.7%[46.1 µM],3.5,3.4%
CCOc1cc2[nH]c(=S)n(CCCOC)c(=O)c2cc1OCC,2.1%,-7.5%,-1.3%,-2.9%,-12.9%,-0.6%,1.3%,3.5%,1.2,-0.4%
C1CCC(n2nnnc2CN2CCN(C3CCCC3)CC2)CC1,-10.3%,1.1%,-0.1%,-23.1%,6.6%,0.5%,5.3%,-11.5%,2.4,-1.3%
CC(C)CCN1CC(C(=O)NC(C)C)CC1=O (configuration not stated),5.2%,-3.6%,3.6%,5.8%,-14.1%,-0.4%,0.6%,3.1%,-1.9,-3.5%
COc1ccccc1NC(=O)CCC(=O)Nc1nnc(C(F)(F)F)s1,-2.6%,20.7%,2.5%,-1.1%,3.4%[7.66 µM],-0.5%,-4.0%,/,0.3,0.2%
O=C(NCCCNC(=O)c1cnccn1)c1ccc(Cl)cc1,3.1%,-6.2%,2.7%,-13.9%,-7.9%,3.7%,-4.0%,-3.2%,-1.6,0.7%
Cc1cc(C)c2cc(C(c3nnnn3CC3CCCO3)N3CCN4CCCC4C3)c(=O)[nH]c2c1 (configuration not stated),0.0%,-1.5%,9.2%,-3.2%,-7.2%,1.8%,-7.7%,-0.6%,-1.4,6.5%
N#CC(C#N)=C(N)Nc1cccc(Cl)c1,-2.9%,?,-1.4%,11.2%,4.4%,-0.9%,0.3%,-3.0%,-3.0,10.3%
CN(CC1CCCN(CCc2ccc(F)cc2)C1)C(=O)CCC(N)=O (configuration not stated),/,2.5%,2.1%,4.9%,-30.5%,0.5%,-1.4%,-8.4%,-1.1,3.8%
Cc1cccc(C(=O)OCC(=O)NCC(C)C)c1O,1.2%,13.8%,-3.9%,-8.1%,13.8%,0.4%,0.0%,8.1%,15.4,1.9%
CCC(C)[C@@H](C(=O)NCC1CCC(C(=O)O)CC1)n1nnc2ccccc2c1=O (some centres not stated),1.7%,2.4%,2.1%,0.8%,11.9%,0.1%,-1.0%,-5.0%,-0.3,9.1%
CN1OC[C@@H]2CN(C(=O)C(C)(C)C)[C@H](c3cccc(N4CCOCC4)c3)C[C@@H]21,/,/,/,-3.2%,16.6%,/,-0.9%,-0.2%,/,/
CCN(C(=O)c1c(N)cnn1C)c1ccccc1,-3.1%,-1.1%,1.2%,2.2%,-15.7%,-0.1%,-2.7%,6.5%,-1.1,10.3%
Cn1cccc1C(=O)OCC(=O)NC1CCS(=O)(=O)C1 (configuration not stated),0.3%,4.6%,-2.1%,-5.8%,8.4%,4.4%,-3.7%,1.3%,-0.7,14.3%
CCc1cc(=O)oc2cc(OCC(=O)NCCN3CCOCC3)c(Cl)cc12,1.2%,-0.9%,-4.4%,21.9%,-5.9%,-0.2%,-5.9%,4.1%,-2.2,-0.6%
CN(C)CCOc1ccc(/C(=C(/CCCl)c2ccccc2)c2ccccc2)cc1,/,/,/,-18.5%,/,/,-0.1%,-3.5%,/,9.0%
CC1=C(C(=O)OCC2CCCO2)C(c2coc3ccc(Cl)cc3c2=O)C2=C(CCCC2=O)N1 (configuration not stated),-2.5%,8.8%,0.6%,0.0%,-18.4%,-0.4%,-2.8%,-50.5%,-5.1,9.4%
Cc1cc(NC(=O)c2ccccc2C)n(-c2cccc(F)c2)n1,6.2%,-2.3%,0.3%,-10.3%,?,-0.2%,-0.4%,-2.3%,3.5,28.4%
COC(=O)C1=C(C(=O)OC)[C@@H]2N(C)c3ccccc3[C@@]23C[C@@H](C(=O)OC)N(C(=O)C2CCC2)C3=N1,-1.1%,1.1%,0.0%,0.0%,11.8%,-0.7%,-6.4%,7.1%,?,6.6%
CCOc1ccc(-c2cccc(NS(=O)(=O)c3cc([N+](=O)[O-])ccc3Cl)c2)nn1,19.0%,3.5%,17.6%,13.8%,8.4%,-0.2%,-0.7%,-1.4%,-0.9,/
O=C(CSc1n[nH]c(=O)n1C1CC1)Nc1ccc(OC(F)(F)F)cc1,-9.4%,?,-0.1%,-26.6%,-7.4%,-0.3%,-2.6%,-1.6%[46.1 µM],/,/

# A section taken from the entries so far, as a working copy:
SMILES,p53 reactivation,ELG1 repair inh,A-T KAP1 phos,BRCA1 expr act,a7 integrin act,B2AR arrestin,PTAP TSG101 blk,TCR activator,TRPV1 agonist,MLL CXXC-DNA inh
N#CC(C#N)=C(N)Nc1cccc(Cl)c1,-2.9%,?,-1.4%,11.2%,4.4%,-0.9%,0.3%,-3.0%,-3.0,10.3%
CN(CC1CCCN(CCc2ccc(F)cc2)C1)C(=O)CCC(N)=O (configuration not stated),/,2.5%,2.1%,4.9%,-30.5%,0.5%,-1.4%,-8.4%,-1.1,3.8%

# Grouped by structure, the entries above containing a furan ring, fused or not.
SMILES,p53 reactivation,ELG1 repair inh,A-T KAP1 phos,BRCA1 expr act,a7 integrin act,B2AR arrestin,PTAP TSG101 blk,TCR activator,TRPV1 agonist,MLL CXXC-DNA inh
C[C@H](NC(=O)c1ccco1)C(=O)OCC(=O)N1CC(=O)Nc2ccccc21,10.9%,1.7%,0.8%,-20.1%,4.1%,0.1%,-9.2%,0.7%,/,/
Cc1ccc(C(C(=O)NC2CCCCC2)N(C(=O)Cc2c[nH]c3ccccc23)c2ccccc2C)o1 (configuration not stated),-6.0%,21.2%,1.0%,-50.0%,-46.9%[inhibitor],-0.7%,-6.3%,3.7%[46.1 µM],3.5,3.4%
